# Bioassay records deposited in PubChem by NCI.
# NCI-60 one-dose screen, 48 h, at 10 µM unless noted. Numbers give growth in % (100 = growth as untreated, 0 = no growth, -100 = all killed).
# RXF 393 – RXF 393 renal cancer cells. 77,000 tested, 6.9% active. AID 1794773
# UO-31 – UO-31 renal cancer | 81,000 tested, 5.2% active | AID 1794768
# NCI-H460 – NCI-H460 lung cancer | 82,000 tested, 6.8% active | AID 1794736
# TK-10 – TK-10 renal cancer cells; 81,000 tested, 3.9% active; AID 1794769
# ACHN – ACHN renal cancer. 81,000 tested, 4.9% active
# 786-0 – 786-0 renal cancer cells. 81,000 tested, 5.1% active
# NCI-H322M – NCI-H322M lung cancer; 80,000 tested, 2.7% active; AID 1794733
# CAKI-1 – CAKI-1 renal cancer. 75,000 tested, 4.7% active. AID 1794772
# NCI-H522 – NCI-H522 lung cancer; 78,000 tested, 8% active; AID 1794739
# An asterisk follows results filed as active; . = no result given; & = joins results of further samples; [ ] = another dose, or the depositor's remark. How the source made its calls: active means growth percent below 10; inactive means the rest.
# Results follow in this order: TK-10	NCI-H460	UO-31	ACHN	NCI-H322M	NCI-H522	CAKI-1	786-0	RXF 393
C=C1C(=O)O[C@@H]2C[C@]3(C)CC[C@]4(C)[C@H](CC[C@@H]5[C@@]6(C)CCC(=O)C(C)(C)[C@@H]6CC[C@]54C)[C@H]3[C@H]12
    116	126	100	103	119	98	103	95	107
O=S(=O)(c1ccc(C(F)(F)F)cc1)N1CCN(c2nccc(-c3c(-c4cccc(F)c4)nc4sccn34)n2)CC1
    113	94	48	81	93	80	73	101	100
COc1ccc(CCc2nc3cc(-c4c(C)noc4C)ccc3n2CCN2CCOCC2)cc1
    24	30	4.7*	-0.2*	76	12	57	61	70
COc1ccc(Cl)cc1-c1nc(C)c(C(C)=O)c(-c2cccc(Oc3ccccc3)c2)n1
    95	89	78	89	89	81	79	84	98
COc1cccc2cc(C(=O)OCC(=O)Nc3nc(-c4ccccc4)cs3)c(=O)oc12
    179	107	100	94	124	102	94	106	89
CCOC(=O)C1=C(C)N=C2Sc3ccccc3N2C1c1ccccc1 (stereo not drawn)
    110	91	65	88	87	74	66	88	109
CCOC(=O)C1=C(Nc2ccccc2)CSC1
    102	106	98	106	107	93	117	100	103
CC(=O)OCC1(C)OC(=O)N(c2ccccc2)C1=O (stereo not drawn)
    101	112	87	102	99	93	94	101	104
CCCCNC(=O)OCn1cnc2c(SCCC)ncnc21
    118	111	85	107	102	100	86	98	123
CC(C)C(=O)NCc1ccccc1
    96	110	95	109	101	94	101	107	90
Oc1c(Cl)cc(Cl)c2ccc(CN3CCNCC3)nc12
    56	32	3.7*	31	58	68	22	49	60
CCOC(=O)C1=C(C(C)=O)C(c2cccc([N+](=O)[O-])c2)C(C(C)=O)=C(C(=O)OCC)N1
    117	109	.	101	105	96	89	101	97
COc1ccc(/C=c2\c(=O)n(-c3ccccc3)c3nn4c(n23)=NNC(=S)N=C4c2ccccc2)cc1
    139	100	71	96	101	106	79	103	111
COc1ccc(C2N=C3C(c4ccccc4)=NOC3C(=O)N2)cc1 (stereo not drawn)
    105	116	104	113	109	88	.	99	106
CN1CCN(Cc2ccc(NC(=O)c3[nH]ncc3Nc3ccnc4ccsc34)cc2)CC1
    59	8.7*	45	13	20	47	59	.	-45*
Cc1ccc(C=O)cc1
    101	107	.	107	105	.	115	.	106
C/C(Cc1ccc(Cl)cc1)=C(\c1ccc(OCCN2CCCCCC2)cc1)c1ccc(OC(=O)C2CCCCC2)cc1
    84	35	41	87	70	65	81	70	56
Cn1c(SCC(=O)Nc2ccc(S(=O)(=O)Nc3ccc(Cl)nn3)cc2)nc2ccccc2c1=O
    111	108	88	100	97	97	94	101	.
Oc1ccccc1Nc1ccccn1
    77	.	74	102	95	104	53	97	101
O=C1C=C(O)C(=O)C=C1O
    102	107	79	97	112	.	97	107	150
Cc1nc2scc(-c3ccccc3)n2c(=O)c1CCN1CCOCC1
    130	110	58	94	85	88	88	99	106
O=C(NCCC1CNC2CCCCC12)C1CCN(C(=O)C2CCC(Cl)CC2)CC1 (stereo not drawn)
    121	98	58	94	93	88	74	103	100
CN(C)[C@@H]1C(=O)C(C(=O)NCN2CCCCC2)=C(O)[C@@]2(O)C(=O)C3=C(O)c4c(O)cccc4[C@@](C)(O)[C@H]3C[C@@H]12
    103	107	87	102	108	101	96	96	115
C=C(C)[C@@H]1CC[C@]2(C(=O)NCC(=O)O)CC[C@]3(C)[C@H](CC[C@@H]4[C@@]5(C)Cc6c([nH]c7ccccc67)C(C)(C)[C@@H]5CC[C@]43C)[C@@H]12
    103	88	55	87	85	42	78	84	91
CC(=O)/C(=C/c1ccc(C#N)cc1)C(=O)c1ccccc1
    88	98	66	86	93	88	91	90	81
COc1ccc(-c2[nH]ncc2-c2cc(OC)c(OC)c(OC)c2)cc1
    45	4.0*	12	15	22	-37*	6.1*	3.7*	0.5*
C=CCN1C(=O)C(O)(CC(=O)c2cc3ccccc3oc2=O)c2ccccc21 (stereo not drawn)
    118	91	57	89	99	90	73	106	104
COC(=O)CC1SC(c2cccc(F)c2)N(c2nnc(COc3ccc(F)cc3)s2)C1=O (stereo not drawn)
    129	111	163	102	123	161	57	104	103
COC(=O)C(OCc1ccccc1Br)C(=O)Nc1ccc([N+](=O)[O-])cc1 (stereo not drawn)
    107	104	84	98	111	90	94	105	115
NC1N=C(Nc2ccc(Cl)cc2)N=CC(c2cc3ccccc3oc2=O)=N1 (stereo not drawn)
    143	93	70	89	93	90	90	96	114
N#CN1CCOCC1
    89	111	93	110	109	97	119	99	120
CCOC=Nc1c(C(=O)Nc2ccc(OC)cc2)oc2ncccc12
    141	108	62	95	99	102	89	103	124
CCCc1n(Cc2ccc3ccccc3n2)cc[n+]1Cc1ccc2ccccc2n1
    62	34	87	98	72	23	.	85	49
CCC(Sc1ccccc1[N+](=O)[O-])[N+](=O)[O-] (stereo not drawn)
    108	108	81	104	100	98	97	106	110
O=C(NS(=O)(=O)c1ccccc1)n1cc(-c2ccncc2)c(-c2ccc(Cl)c(O)c2)n1
    101	107	112	87	103	85	99	100	107
O=C(O)c1cn(C2CC2)c2cc(N3CCN(C(=O)N(c4ccccc4)c4nc(-c5ccccc5)cs4)CC3)c(F)cc2c1=O
    38	2.9*	5.2*	-79*	2.4*	-25*	6.7*	4.0*	8.7*
O=[N+]([O-])c1ccc(/C=N/Nc2nc3ccccc3[nH]2)cc1
    103	101	82	97	105	89	90	95	89
COc1cc(O)c2c(=O)c3c([C@H]4c5c(OC)c(O)c6oc7cc(OC)cc(O)c7c(=O)c6c5[C@@H]5C=C(C)CC(C)(C)[C@H]45)cc(OC)c(O)c3oc2c1
    77	65	56	62	75	61	68	71	65
O=C(N/N=C\c1ccc([N+](=O)[O-])cc1)C1CC1
    109	113	86	112	92	111	102	98	116
Cc1ccnc(NS(=O)(=O)c2ccc(Nc3ccnc(SCC(=O)c4ccc(C(F)(F)F)cc4)n3)cc2)n1
    109	110	75	99	98	89	75	108	104
O=C(Nc1ccc(Cl)c(Cl)c1)NS(=O)(=O)c1cnccc1Oc1ccc(F)cc1
    42	45	67	43	89	20	5.6*	84	38
CCCC(O)c1ccccc1 (stereo not drawn)
    95	102	94	112	111	101	101	103	101
N#CSCN1C(=O)C=CC1=O
    121	111	97	104	127	121	.	94	108
Cn1c2c(c(=O)n(C)c1=O)CS(=O)c1ccccc1N2 (stereo not drawn)
    103	104	74	106	84	.	101	93	116
CCCCCCCCCCSC(=N)N (tested in a mixture with another compound)
    90	53	64	81	105	54	88	52	64
CCOC(=O)Nc1cc(C)c(NC(=O)CN(CC)CC)c(C)c1
    104	102	87	108	96	78	98	101	109
O=C(Nc1ccc(F)cc1)C(Sc1nc2ccccc2c(=O)[nH]1)c1ccccc1 (stereo not drawn)
    120	103	89	91	102	88	80	69	37
O=C1/C(=C/c2ccccn2)Nc2cc3c(cc21)OCO3
    121	104	103	100	98	115	96	100	90
C[C@H](Nc1ncnc2ccc(-c3cnc(Cl)c(NS(C)(=O)=O)c3)cc12)c1ccccc1
    -82*	4.1*	-63*	9.8*	-31*	-49*	-22*	-6.2*	-54*
COC(=O)c1ccc(SCCCN2CCOCC2)cc1
    138	110	92	89	131	86	102	108	107
CCOC(=O)/C(F)=C/C1CC1C(c1ccccc1)c1ccccc1 (stereo not drawn)
    101	39	70	99	81	95	66	93	77
O=c1c2cc(Cl)ccc2sc2c(OCCO)nc3ccccc3c12
    110	106	74	101	85	79	76	94	101
Cc1ccccc1-n1nnc(C(=O)Nc2nc(-c3ccccc3)c(-c3ccccc3)s2)c1C
    .	73[50 µM]	86[50 µM]	85[50 µM]	84[50 µM]	.	64[50 µM]	87[50 µM]	69[50 µM]
COc1cccc(C2C3=C(COC3=O)N(CCO)c3cc4c(cc32)OCO4)c1 (stereo not drawn)
    60	12	58	48	49	-39*	30	19	-14*
O=C(Nc1nccs1)C(=S)N1CCOCC1
    96	111	83	100	111	95	88	101	100
CC(C)c1cc(CN2CCCCC2)c(O)c(CN2CCCCC2)c1
    89	104	96	110	.	88	.	107	120
COc1cccc(-c2nc3sccn3c2-c2ccnc(NCCNC(=O)c3ccccc3)n2)c1
    .	85	54	66	110	62	84	78	86
CCOC(=O)C(C(=O)OCC)C(c1ccccc1)N1CCN(c2ccccc2)CC1 (stereo not drawn)
    113&98	109&116	79&74	105&105	107&93	88&90	98&112	102&104	98&102
O=C1c2cccc(Cl)c2C(=O)c2cccc(Cl)c21
    93	100	96	96	109	89	101	92	.
NC(=O)c1c(NC(=O)c2ccccc2)sc2c1CCC(=O)C2
    55	12	0.4*	7.6*	88	-9.0*	-8.2*	28	19

# Continuation.
# Results follow in this order: TK-10	NCI-H460	UO-31	ACHN	NCI-H322M	NCI-H522	CAKI-1	786-0	RXF 393
COc1ccc(/C=N\NC(=O)c2cc(-c3ccc(Br)cc3)n(-c3ccc(S(N)(=O)=O)cc3)n2)cc1
    29	38	50	44	63	19	26	67	19
CCOC(=O)c1ccc(N2C(=O)CC(SC3=NC(c4ccc(OC)cc4)C=C(c4ccccc4)N3)C2=O)cc1 (stereo not drawn)
    110	104	99	99	113	93	108	117	106
CCCCCN(CCCCC)CC(=O)OCC
    96	112	79	104	100	81	98	99	101
O=C1NC(c2cccc([N+](=O)[O-])c2)c2sc3c(F)cccc3c2C1Cl (stereo not drawn)
    141	99	65	94	101	91	83	111	118
Cn1cc(CCc2cc[n+](CCC[n+]3ccc(CCc4cn(C)c5ccccc45)cc3)cc2)c2ccccc21
    .	101	92	100	103	70	103	102	105
COc1nc(N)c(NS(=O)(=O)c2ccc(C(C)=O)cc2)c(=O)[nH]1
    97	102	97	111	98	99	92	90	104
NC(=O)N1NC(=O)C(N=Nc2ccc(S(=O)(=O)N=C(N)N)cc2)C1=O (stereo not drawn)
    98	107	92	101	108	105	90	103	105
COc1cc2c(c(OC)c1OC)C(=O)CC(c1cccc(NC(=O)c3cc(NC(=O)[C@H](Cc4ccccc4)NC(=O)OC(C)(C)C)ccc3C)c1)O2 (stereo partly drawn)
    102	107	73	94	96	92	76	92	91
Nc1n[nH]c2cc(=O)[nH]c(O)c12
    130	111	89	103	99	100	103	107	100
Cc1ccc2c(c1)S(=O)(=O)N(C)C(c1ccccc1)=C2
    108	105	98	117	99	81	97	96	106
COc1ccc(C(=O)CSc2nc(Nc3ccc(S(N)(=O)=O)cc3)c(C#N)c(C(C)C)n2)cc1
    119	112	83	103	99	95	95	106	98
CCCCCc1ccccn1
    103	110	82	109	101	.	100	106	.
CS(=O)(=O)c1ccc(-c2cnn3ccc(-c4cccc(S(=O)(=O)C5CC5)c4)nc23)cc1
    46	44	50	55	58	31	52	61	22
CC(C)n1c(=O)nc(-c2ccccc2)c2cc3c(cc21)OCO3
    112	105	86	108	106	99	92	102	97
CC/C(C)=C1\NC(=O)NC1=O
    110	107	89	110	123	97	106	108	119

# Entries from the list above that contain a nitro group on carbon:
# Results follow in this order: TK-10	NCI-H460	UO-31	ACHN	NCI-H322M	NCI-H522	CAKI-1	786-0	RXF 393
CCOC(=O)C1=C(C(C)=O)C(c2cccc([N+](=O)[O-])c2)C(C(C)=O)=C(C(=O)OCC)N1
    117	109	.	101	105	96	89	101	97
COC(=O)C(OCc1ccccc1Br)C(=O)Nc1ccc([N+](=O)[O-])cc1 (stereo not drawn)
    107	104	84	98	111	90	94	105	115
CCC(Sc1ccccc1[N+](=O)[O-])[N+](=O)[O-] (stereo not drawn)
    108	108	81	104	100	98	97	106	110
O=[N+]([O-])c1ccc(/C=N/Nc2nc3ccccc3[nH]2)cc1
    103	101	82	97	105	89	90	95	89
O=C(N/N=C\c1ccc([N+](=O)[O-])cc1)C1CC1
    109	113	86	112	92	111	102	98	116
O=C1NC(c2cccc([N+](=O)[O-])c2)c2sc3c(F)cccc3c2C1Cl (stereo not drawn)
    141	99	65	94	101	91	83	111	118

# More entries follow.
# Results follow in this order: TK-10	NCI-H460	UO-31	ACHN	NCI-H322M	NCI-H522	CAKI-1	786-0	RXF 393
Cc1cn(C2CCCCO2)c(=O)[nH]c1=O (stereo not drawn)
    111	117	74	101	98	104	105	103	113
O=c1[nH]c2cc(Cl)cc([N+](=O)[O-])c2c2ccc(Cl)cc12
    121	90	75	100	108	135	83	111	115
NC(=O)Cc1c[nH]c2ccccc12
    108	123	82	97	101	108	83	96	.
O=C1C=C(O)c2ccccc2C1=O
    128	98	61	100	120	87	108	98	104
C/C(=N\Nc1nc(-c2ccc(Cl)cc2)cs1)c1nnn(-c2ccc(Cl)cc2)c1C
    97	94	101	72	96	84	91	.	74
Cc1ccc(C(=O)Nc2nc3cc(C(=O)N4CCN(C(c5ccccc5)c5ccccc5)CC4)ccc3o2)cc1
    80[6.75 µM]	16[6.75 µM]	31[6.75 µM]	38[6.75 µM]	44[6.75 µM]	54[6.75 µM]	43[6.75 µM]	54[6.75 µM]	79[6.75 µM]
CCOc1ccccc1C1N(Cc2ccc(OC)cc2)CCCN1Cc1ccc(OC)cc1
    106	108	65	103	94	90	96	92	99
Cc1ccccc1N=Nc1c(C)cccc1C
    93	97	88	101	.	86	92	101	93
O=C1C=CC(Nc2cccc([N+](=O)[O-])c2)C1Nc1cccc([N+](=O)[O-])c1 (stereo not drawn)
    109	93	.	74	87	74	80	79	77
CC(C)CCSc1nc(NC2CC2)c(C#N)c(-c2ccc(C(C)C)cc2)n1
    99	120	103	108	113	91	99	94	113
